Menin MLL FP TR – displaces Texas Red mutant MLL peptide from human menin; O00255; Menin + Texas Red MLL mutant peptide, fluorescence polarization; Potency, µM (series often up to 61.6 µM), for the others: at the highest dose FP activity change, negative = inhibition, usual class: inhibitors; 270,000 tested, 0.23% active; AID 1768; active means well fitted inhibition curve with a large enough effect in the polarisation, with a control signal flat, not every such curve was filed as active; inconclusive means small, poorly fitted or top-dose-only effect, or effect the other way, or a change in a side signal; inactive means no such curve, though single readings can be large or run the other way; the % refers to the polarisation; further: potency means the concentration at half of the fitted maximal effect; % of control where 0% means no effect; many of its hits are not listed in these tables
B2AR arrestin – recruits beta-arrestin to the human beta2-adrenergic receptor; P07550; beta-arrestin recruitment to beta2AR, cell-based reporter; Potency, µM (titrated, usually from 46.1 µM), for the others: at the highest dose activation, most hits filed as activators; 330,000 tested, 0.02% active; AID 492947;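 further: potency means the concentration at half of the fitted maximal effect; 0% = DMSO controls and full agonism = EC100 isoproterenol or metaproterenol; nearly all actives have a fitted effect of over 65% in size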
S-ASM inh – inhibitors of human secretory acid sphingomyelinase; placental ASM, HMU-PC fluorogenic substrate, 60 min; Potency, µM (series often up to 57.5 µM), inactives show at the top dose activity change, negative = inhibition, most hits filed as inhibitors; 340,000 tested, 0.006% active; further: potency means the concentration at half of the fitted maximal effect
Target sequence (P17405 47-631 limits assumed): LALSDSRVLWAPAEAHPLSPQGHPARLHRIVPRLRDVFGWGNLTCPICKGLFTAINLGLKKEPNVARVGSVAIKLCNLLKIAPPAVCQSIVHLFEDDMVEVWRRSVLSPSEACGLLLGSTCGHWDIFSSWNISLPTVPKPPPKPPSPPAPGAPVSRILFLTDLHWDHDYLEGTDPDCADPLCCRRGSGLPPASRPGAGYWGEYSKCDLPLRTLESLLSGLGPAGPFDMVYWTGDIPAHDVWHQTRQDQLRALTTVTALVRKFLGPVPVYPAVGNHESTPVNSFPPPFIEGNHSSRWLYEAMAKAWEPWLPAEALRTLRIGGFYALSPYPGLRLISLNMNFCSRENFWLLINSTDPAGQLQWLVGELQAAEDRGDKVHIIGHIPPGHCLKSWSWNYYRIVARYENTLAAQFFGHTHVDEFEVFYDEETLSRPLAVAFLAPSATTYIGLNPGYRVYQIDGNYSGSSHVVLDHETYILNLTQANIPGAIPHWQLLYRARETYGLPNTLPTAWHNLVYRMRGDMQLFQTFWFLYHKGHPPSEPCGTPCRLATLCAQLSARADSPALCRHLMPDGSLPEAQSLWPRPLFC
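Steps: dispense placental human ASM, pin compound, wait 10 min at room temperature, add HMU-PC0 substrate at 9 uM final, incubate 60 min at 37 °C, add stop solution raising pH to 10, read fluorescence.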
PKM2 activator – activators of human pyruvate kinase M2. P14618. purified PKM2, Kinase-Glo ATP luminescence, activation; response scale: 0% is enzyme alone, no compound. Potency, µM (series often up to 57.5 µM), inactives show at the top dose activation, most hits filed as activators. 260,000 tested, 0.34% active; further: potency means the concentration at half of the fitted maximal effect; on the % scale 0 is the no-effect control and ±100 the full control effect; nearly all actives have a fitted effect of over 55% in size
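Kinase-Glo luminescence reports ATP generated from ADP (0.1 mM) and PEP (0.5 mM) by purified hPK-M2 after 1 h at room temperature, pH 7.2 imidazole buffer; intermediate enzyme activity allows detecting inhibitors and activators.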
Coupling enz – coupling enzyme interference in Giardia aldolase counter-screen | AID 2472 | coupling enzyme system counterscreen, AmpLite Red fluorescence | activity change, negative = inhibition, % at 58.2 µM, hits read low | 290,000 tested, 0.67% active; in the data active means activity change below about -30%; further: on the % scale 0 is the no-effect control and ±100 the full control effect
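Final compound at 57.5 uM, incubated 10 min at RT with coupling enzyme reagent (glyceraldehyde-3-phosphate), then 20 min with substrate and AmpLite Red detection. Fluorescence read at 525/598 nm; tests interference with the coupling assay, not aldolase inhibition.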
Integrin act MD – activators of alpha7 integrin expression for muscular dystrophy; 350,000 tested, 0.064% active; alpha7betagal myoblasts, beta-gal FDG fluorescence, 48 h; Potency, µM (doses to about 38.3 µM), for the others: at the highest dose activation, most hits filed as activators;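 further: potency means the concentration at half of the fitted maximal effect; 100% = response of the positive control SU9516; nearly all actives have a fitted effect of over 60% in size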
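alpha7betagal+/- myoblasts (passage 13, 250/well) treated 48 h at 37C with compounds at 1:260 dilution of DMSO stock. Lysed, then beta-galactosidase activity read as FDG fluorescence (ex 480/em 540) after 30 min, with pre-read for autofluorescence.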
TSG101-PTAP inh – blocks PTAP/TSG101 interaction to inhibit HIV-1 budding | Fluorescence polarization, FITC-PTAP peptide / Tsg101 binding | Q99816 | 340,000 tested, under 10 active | Potency, µM (doses to about 115 µM), for the others: at the highest dose activity change, negative = inhibition, most hits filed as inhibitors; active means well fitted inhibition curve with a large enough effect in the main read-out, with a control signal flat, not every such curve was filed as active; inconclusive means small, poorly fitted or top-dose-only effect, or effect the other way, or a change in a side signal; inactive means no such curve, though single readings can be large or run the other way; further: potency means the concentration at half of the fitted maximal effect; % of control where 0% means no effect
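Compounds were pin-transferred onto Tsg101 binding domain (10 uM final) in HEPES pH 7.5 buffer, then FITC-PTAP peptide was added at 50 nM final. After 20 min at RT, polarization reported peptide displacement across a qHTS concentration series.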
Tb PFK block – inhibitors of T. brucei phosphofructokinase; T. brucei PFK, ADP-Glo luminescence; Potency, µM (top dose mostly 57.5 µM), for inactives: at the top dose activity, negative = inhibition, actives largely listed as inhibitors; 330,000 tested, 0.17% active;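 further: potency means the concentration at half of the fitted maximal effect; 0% = uninhibited 1x PFK enzyme wells and -100% = no-enzyme wells; nearly all actives have a fitted effect of over 60% in size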
Target sequence (O15648 whole entry, looked up): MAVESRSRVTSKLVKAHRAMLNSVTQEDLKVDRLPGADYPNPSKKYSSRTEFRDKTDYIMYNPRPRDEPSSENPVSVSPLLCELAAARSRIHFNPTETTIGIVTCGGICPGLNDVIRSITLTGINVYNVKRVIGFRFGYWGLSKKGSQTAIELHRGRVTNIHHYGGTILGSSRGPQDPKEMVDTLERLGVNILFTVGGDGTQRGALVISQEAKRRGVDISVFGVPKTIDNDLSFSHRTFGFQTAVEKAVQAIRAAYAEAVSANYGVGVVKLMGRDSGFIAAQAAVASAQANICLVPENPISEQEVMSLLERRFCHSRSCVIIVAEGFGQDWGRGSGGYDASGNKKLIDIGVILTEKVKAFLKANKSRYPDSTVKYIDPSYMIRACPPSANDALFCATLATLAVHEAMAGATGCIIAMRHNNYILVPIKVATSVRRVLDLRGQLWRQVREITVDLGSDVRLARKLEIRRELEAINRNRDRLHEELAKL
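ADP-Glo luminescence quantified ADP after 45 min at room temperature, with 1.25 nM T. brucei PFK, 0.1 mM ATP and 0.5 mM fructose-6-phosphate in pH 8.0 TEA buffer. qHTS titrations up to 57 µM; curves classified by quality.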
BCR signal inh – inhibitors of chronic active B-cell receptor signaling. ABC-DLBCL IkBa-CBG/CBR reporter, luminescence ratio, 4 h. Potency, µM (highest dose often 46.1 µM), for the others: at the highest dose ratio change, negative = lower green/red ratio, most hits filed as inhibitors. 340,000 tested, 0.05% active; active means well fitted inhibition curve with a large enough effect in the signal ratio, with a control signal flat, not every such curve was filed as active; inconclusive means small, poorly fitted or top-dose-only effect, or effect the other way, or a change in a side signal; the % refers to the signal ratio;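 further: potency means the concentration at half of the fitted maximal effect; plate controls were basal doxycycline-induced cells for no effect and cells given 10 µM MG132 for full effect; MG132 reads +100%, hits lower the ratio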
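Concentration-response series (up to 46 uM) were applied to TMD8 dual-reporter cells for 4 h at 37C with doxycycline. Green/red ratio, after filter-overlap correction, defined %Activity; red signal alone was normalised to basal cells and zero luminescence.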
GALK inh – inhibitors of human galactokinase; P51570; Potency, µM (doses to about 57.5 µM), for inactives: at the top dose activity change, negative = inhibition, actives largely listed as inhibitors; AID 1868; Purified GALK, Kinase-Glo residual ATP luminescence; 270,000 tested, 0.007% active; further: potency means the concentration at half of the fitted maximal effect; on the % scale 0 is the no-effect control and ±100 the full control effect
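Kinase-Glo Plus luminescence measured ATP left after a 1 h room-temperature reaction. The reaction used 5 nM GALK, 100 uM galactose and 35 uM ATP at pH 8.0 (20 mM HEPES, 5 mM MgCl2, 60 mM NaCl, 1 mM DTT, 0.01% BSA).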
Giardia kill – kills Giardia lamblia. AID 540267. 340,000 tested, 0.15% active. Giardia lamblia trophozoite viability. activity change, % at 7.66 µM, hits read low; in the data active means activity change below about -80%; inconclusive means between about -30% and that limit;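 further: parasites exposed to compound for two days anaerobically before the ATP read; on the % scale 0 is the no-effect control and ±100 the full control effect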
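Trophozoite viability was measured as ATP-dependent luminescence, read 15-30 min after reagent addition. Before that, parasites at 100 cells/well were exposed to compounds for 48 h, anaerobically, at 37 deg C.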
Active calls of the source: *; ? = inconclusive; . = no result given; [ ] = dose if it differs, or a comment. Unless noted, the call rests on the fitted dose curve; in most records, active means well fitted curve in the direction sought with a large enough effect; inconclusive means small, poorly fitted or top-dose-only effect, or another doubt; inactive means no such curve, though single readings can be large; an effect the other way counts as inactive or inconclusive. The list is partial. The share of hits here may be higher or lower than overall.

SMILES	Menin MLL FP TR	B2AR arrestin	S-ASM inh	PKM2 activator	Coupling enz	Integrin act MD	TSG101-PTAP inh	Tb PFK block	BCR signal inh	GALK inh	Giardia kill
CCc1ccc(OCC(=O)NC2CC(C)(C)NC(C)(C)C2)cc1	11.0%	0.5%	0.6%	4.6%	0.5	13.0%	0.0%	6.6%	9.5%	-0.7%	18.2
COc1cccc(N(CC(=O)NCCSCc2ccc(Cl)cc2)S(C)(=O)=O)c1	2.1%	-0.6%	-0.5%	0.6%	1.2	3.4%	-1.5%	1.3%	?	2.4%	18.5
CC(C)C1N=C(c2ccc3c(c2)OCO3)CC(c2ccccc2O)N1 (stereo not drawn)	.	-1.0%	-5.1%	-6.2%	1.8	?	-6.1%	3.8%	?	-4.1%	-25.5
Cc1nc(SCC(=O)Nc2nccs2)c(C#N)c(C)c1C	.	-0.2%	28.8%	.	.	7.0%	1.4%	0.2%	?	.	?
COc1ccc(CCNC(=O)NC23CC4CC(CC(C4)C2)C3)cc1OC	24.6%	-0.4%	2.1%	0.9%	.	-18.7%	-9.2%	0.2%	1.4%	-1.3%	-4.5
CC(C)(C)OC(=O)NCc1ccc(CNC(=O)c2[nH]cnc2C(=O)N[C@@H](Cc2ccccc2)C(=O)OC(C)(C)C)cc1	10.8%	0.4%	-0.1%	5.9%	-1.6	-27.9%	-5.5%	-3.2%	21.5%	.	8.5
Nc1nc2nccc(-c3ccco3)n2n1	1.7%	0.8%	46.1%	3.5%	-1.2	13.5%	-0.6%	2.2%	7.5%	-0.4%	2.4
Cc1ccccc1C1C(=O)c2ccccc2C1=O	3.2%	0.0%	1.3%	2.5%	9.4	-0.3%	-1.0%	-2.3%	0.3%	1.9%	?
O=C(N/C=C/c1ccccc1)c1ccccc1	.	0.1%	1.7%	.	.	1.9%	.	0.0%	?	.	13.8
O=C(NCCc1ccccc1)c1noc2c1CCc1ccccc1-2	12.3%	-1.0%	-0.1%	9.0%	6.8	6.7%	-10.3%	-2.2%	4.3%	-2.1%	10.1
COC(=O)c1cc(NC(=O)c2ccc(-c3ccccc3)cc2)ccc1Cl	?	-1.5%	-1.6%	0.6%	-0.4	-13.9%	-1.4%	4.9%	-8.3%	1.7%	-4.2
CCOc1ccc2oc(C(=O)NNC(=O)c3ccccc3O)c(C)c2c1	.	0.1%	-1.6%	.	.	-38.4%	-2.9%	-1.9%	-23.2%	.	9.1
CCOC(=O)C(=NCCCN(C)C)NNc1ccc(Br)cc1	-7.3%	-0.5%	9.1%	-1.6%	-0.2	-33.4%	-11.6%	-0.1%	-3.2%	0.8%	?
COc1ccc(C(=O)c2ccsc2N)cc1	-2.7%	9.5%	-1.7%	.	-1.1	3.7%	1.4%	-2.0%	-10.2%	-2.5%	6.2
O=C(C[n+]1ccc(-c2nnc3n2CCCCC3)cc1)c1ccc(Cl)cc1	.	-0.8%	-8.6%	-5.4%	-6.1	-17.3%	-2.8%	-11.9%	-1.3%	2.2%	14.2
CCN1CCN(CCCN(Cc2ccco2)C(=S)Nc2ccc(C)c(Cl)c2)CC1	-20.0%	-0.2%	2.8%	2.8%	1.5	0.0%	-5.3%	0.2%	0.8%	-1.7%	-11.9
CCOC(=O)N/N=C/c1ccccc1F	-14.1%	-0.8%	4.0%	-3.4%	0.1	28.8%	-0.7%	6.5%	-13.6%	-2.5%	-7.9
COc1ccccc1NC(=O)CCCC(=O)OC(C)C(=O)c1ccccc1 (stereo not drawn)	-23.3%	0.1%	4.5%	0.6%	0.4	0.0%	-0.8%	-3.9%	6.9%	-1.4%	-6.1
Clc1ccc(-n2nnc(-c3cccnc3Cl)n2)cc1Cl	27.5%	0.3%	-4.0%	-4.3%	4.1	10.2%	0.8%	4.1%	?	1.0%	-19.8
CCN(CC)S(=O)(=O)c1ccc(N2CC(C(=O)N3Cc4ccccc4CC3C(N)=O)CC2=O)cc1 (stereo not drawn)	.	0.2%	2.4%	.	.	2.7%	0.1%	-1.1%	-2.5%	.	36.5[activator]
O=C(O)c1ccc(COc2ccc(CO)cc2Cl)cc1	0.2%	-0.1%	2.8%	2.0%	12.4	5.4%	-3.1%	13.0%	?	-0.3%	-11.9
Nc1c(N(Cc2ccco2)C(=O)c2ccc(Cl)cc2)c(=O)[nH]c(=O)n1Cc1ccccc1	.	-0.1%	2.8%	.	.	-5.8%	-2.5%	0.0%	-7.3%	.	3.8
COC(=O)C(NC(C)=O)(Nc1nc2c(s1)CCCC2)C(F)(F)F (stereo not drawn)	-8.8%	-0.3%	5.2%	0.5%	-3.1	15.9%	0.8%	1.3%	4.3%	-2.1%	-17.2
CCOC(=O)c1c(C)[nH]c(C(=O)N2CCC(C(=O)OCC)CC2)c1C	.	-0.8%	0.7%	-10.2%	.	-20.5%	-3.5%	0.4%	0.0%	5.7%	-5.3
CN(C(=O)c1ccc(S(=O)(=O)N2CCCC2)cc1)C1CCCCC1	-15.9%	-0.4%	2.1%	-0.4%	3.3	19.4%	-4.2%	6.2%	-8.9%	1.3%	4.3
NNc1nc(-c2ccccc2)c2cc(Br)ccc2n1	-14.3%	-0.3%	7.6%	.	-1.1	-10.3%	-5.9%	-0.4%	?	-3.9%	-9.5
CC(=O)Nc1ccc(S(=O)(=O)Nc2cccc(N(C)S(C)(=O)=O)c2)cc1	18.2%	.	4.2%	-6.8%	-2.7	7.6%	-1.3%	.	.	0.8%	-29.0
O=C(N[C@@H](Cc1ccccc1)C(=O)N1CCC2(CC1)NCCc1[nH]cnc12)c1cccc(F)c1	.	0.1%	3.0%	.	.	4.4%	9.9%	-7.2%	-12.5%	6.0%	20.5
CCOc1ccccc1/C=C(\NC(=O)c1ccccc1)C(=O)NCCC(=O)O	4.4%	0.1%	4.9%	-13.3%	-0.7	5.2%	-0.3%	-3.1%	6.9%	.	8.7
CC(C)c1nnc(NC(=O)CCc2ccccc2)s1	-1.2%	0.4%	-1.8%	.	2.5	2.3%	-10.5%	-3.2%	3.4%	-0.8%	-2.4
CCC1ON(C(C)C)C2c3nc4ccccc4n3CC12 (stereo not drawn)	.	0.3%	9.4%	-5.4%	3.1	36.9%	-4.9%	0.2%	10.7%	3.9%	-25.7
CCCCCC(=O)Nc1nc(C)c(-c2csc(Nc3ccccc3OC)n2)s1	?	-0.1%	-6.0%	2.1%	-3.7	-8.7%	-4.0%	-11.8%	1.1%	1.5%	9.1
COC(=O)c1nnn(-c2nonc2N)c1CSc1nnc(N)s1	11.4%	0.1%	-1.7%	4.1%	6.3	9.4%	-0.2%	-4.5%	-2.7%	-1.3%	0.9
Cc1cccn2c(=O)c3cc(S(=O)(=O)c4ccc(Br)cc4)c(=N)n(C4CCCC4)c3nc12	-2.8%	-0.1%	4.4%	-4.7%[0.46 µM]	1.0	25.7%	-22.8%	0.1%	?	-1.1%	-3.8
Oc1c(C(Nc2cccc(C(F)(F)F)c2)c2cccnc2)ccc2cccnc12 (stereo not drawn)	11.6%	3.2%	-16.2%	24.0%	-8.1	-28.2%	-1.9%	-2.3%	?	1.1%	-5.3
CC(C)(C)c1ccc(C(=O)Nc2ccc(N3CCOCC3)cc2)cc1	1.9%	-1.4%	-4.7%	0.6%	-1.6	-2.3%	-7.7%	0.4%	-20.5%	-0.1%	9.0
CCOC(=O)[C@H]1[C@H]2COc3cc(OC)ccc3[C@@H]2N2C(=O)CN(CCc3c[nH]c4ccccc34)C(=O)[C@@]12C	.	0.3%	-2.8%	.	.	-5.9%	2.5%	0.8%	?	.	5.4
Cc1ccc2[nH]c3c(c2c1)CN(C(=O)CN(C)CC1OCCO1)CC3	-4.5%	-0.2%	6.0%	-1.6%	-0.5	-17.2%	-17.9%	-0.5%	0.9%	-3.5%	-17.3
Cn1nccc1C(=O)N1CCN(c2cccc(Cl)c2)CC1	4.2%	0.0%	4.5%	3.0%	-0.5	37.8%	-1.3%	0.0%	9.8%	1.2%	-0.5
COC(=O)c1ccc(NC(=O)Nc2ccc(C)cc2)cc1	7.9%	-0.3%	1.7%	-2.7%	-3.4	-6.2%	-1.7%	-13.3%	?	1.4%	-18.1
Cc1nc2c(-c3ccc(Cl)cc3)cnn2c(N)c1-c1ccc(F)cc1	?	0.2%	17.2%	.	-4.0	-5.9%	-1.0%	3.6%	?	0.6%	?
O=C1NCCCc2nc(Oc3ccccc3)sc21	-17.3%	0.2%	1.9%	-0.1%	-0.1	9.6%	-0.7%	-8.1%	0.0%	-0.4%	15.8

Screening data deposited in PubChem BioAssay by National Center for Advancing Translational Sciences (NCATS).
